From PubChem
NPY2 pot ag: NPY-Y2 potentiators or agonists, primary screen, cell-based. Neuropeptide Y receptor type 2 (Homo sapiens), P49146. cells expressing NPY-Y2, potentiator/agonist read-out. activation, % at 3.6 µM. hit rate 0.45% among 220,000. AID 1359, 2008; in the data active = activation above about 27%;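 also: cells stimulated with NPY near EC25 plus isoproterenol at EC100; 0% = vehicle plus submaximal agonist and 100% = vehicle plus saturating agonist; some results beyond the cut were filed as inactive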
Target sequence (P49146 whole entry, looked up): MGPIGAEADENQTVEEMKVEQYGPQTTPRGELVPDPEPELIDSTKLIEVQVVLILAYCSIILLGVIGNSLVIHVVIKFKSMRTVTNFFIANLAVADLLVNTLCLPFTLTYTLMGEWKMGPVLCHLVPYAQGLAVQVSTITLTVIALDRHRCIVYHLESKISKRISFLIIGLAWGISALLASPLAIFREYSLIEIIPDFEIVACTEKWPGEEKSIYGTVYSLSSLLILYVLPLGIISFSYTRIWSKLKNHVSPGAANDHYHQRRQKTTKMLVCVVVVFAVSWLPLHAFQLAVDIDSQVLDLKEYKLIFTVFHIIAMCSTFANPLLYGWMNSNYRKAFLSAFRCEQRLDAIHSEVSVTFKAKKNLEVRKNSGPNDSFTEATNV
Ba/F3 V617F tox: reduced viability of JAK2V617F-dependent Ba/F3 cells, primary screen, JAK2V617F inhibitor project, cell-based, Ba/F3 EpoR-JAK2V617F, luminescence; ATP luminescence; inhibition, % at 5.6 µM; hit rate 1.1% among 220,000; AID 1446, 2008;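 active = inhibition above the campaign mean plus 3 SD over all tested compounds, cut at about 24% in these data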;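 also: cytokine-independent growth of Ba/F3 cells driven by EpoR plus mutant JAK2; 0% = DMSO-treated cells and 100% = JAK inhibitor I control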
RBBP9 inh: human RBBP9 inhibitors, primary screen, biochemical, fluorescence polarization, FP-Rh probe, HTS | inhibition, % at 7.94 µM | recombinant RBBP9 | hit rate 0.2% among 220,000;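 active = inhibition above the campaign mean of all tested compounds plus 3 SD, cut at about 14% in these data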;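 also: plate controls were DMSO wells with RBBP9 for no effect and wells lacking RBBP9 protein for full effect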
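Measured by: FP readout at 525/598 nm; material: recombinant human RBBP9; also added: Serine-hydrolase probe FP-Rh, 375 nM pre-mixing; medium: Tris buffer pH 8.0, NaCl, Pluronic; replication: one well per compound; doses: one concentration, 7.94 µM nominal, 0.794% DMSO; timing: preincubation 30 min plus labeling 45 min at 25 °C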
S1P4 ag: S1P4 receptor agonists, primary screen, cell-based; Sphingosine 1-phosphate receptor 4 (Homo sapiens), O95977; S1P4-expressing cell line, agonist reporter assay; activation, % at 4.98 µM; hit rate 0.35% among 220,000; in the data active = activation above about 11%;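 also: 0% = DMSO vehicle and 100% = reference agonist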
NPY-Y1 antag: NPY-Y1 receptor antagonists, primary screen, cell-based; HEK293-CNG Y1 cells, membrane potential fluorescence; NPY at EC95, then isoproterenol; inhibition, % at 3.6 µM; hit rate 1% among 200,000; Neuropeptide Y receptor type 1 (Homo sapiens), P25929;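 active = inhibition above the campaign mean inhibition of all tested compounds plus 3 SD, cut at about 20% in these data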;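 also: 0% = DMSO wells given NPY plus isoproterenol and 100% = isoproterenol alone without NPY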
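Material: HEK293 cells with Y1 receptor plus CNG channel; times: compound incubation 1 h at room temperature, readout 45 min post-stimulation; signal: fluorescence, membrane potential probe; read-out basis: fluorescence ratio normalized to % inhibition between controls; benchmarks: full-block control isoproterenol-only wells, zero-block control NPY plus isoproterenol wells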
S1P4 antag: S1P4 receptor antagonists, primary screen, cell-based; hit rate 0.26% among 220,000; AID 1510, 2009; S1P4-expressing cells, antagonist mode, reporter read-out; inhibition, % at 4.98 µM; Sphingosine 1-phosphate receptor 4 (Homo sapiens), O95977; in the data active = inhibition above about 29%;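 also: 0% = wells stimulated with agonist and 100% = vehicle wells without agonist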
NPY-Y1 PAM-ag: NPY-Y1 receptor potentiators or agonists, primary screen, cell-based | Neuropeptide Y receptor type 1 (Homo sapiens), P25929 | NPY-Y1 expressing cells, potentiator/agonist activation | activation, % at 3.6 µM | hit rate 0.37% among 220,000; in the data active = activation above about 33%, passing the limit was not always enough;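 also: cells stimulated with NPY at EC10 then isoproterenol at EC100; 0% = low agonist plus stimulus and 100% = saturating agonist plus stimulus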
BaF3 parental: parental Ba/F3 cell viability inhibition, counter-screen for JAK2V617F inhibitor project, murine pro-B, CellTiter-Glo luminescence. CellTiter-Glo ATP luminescence. inhibition, % at 5.6 µM. hit rate 1.1% among 220,000. AID 1486, 2009;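 active = inhibition above a per-campaign cutoff, the mean inhibition of all tested compounds plus 3 SD, cut at about 27% in these data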;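 also: 0% = DMSO wells and 100% = JAK Inhibitor I control wells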
Runt-CBFb FRET: inhibitors of RUNX1 Runt–CBFb binding, primary screen, biochemical, FRET, Cerulean-Runt, Venus-CBFb, uHTS. AID 1496, 2009. inhibition, % at 20 µM. Runt-related transcription factor 1 (Homo sapiens) + Core-binding factor subunit beta …. hit rate 0.46% among 220,000. Cerulean-Runt/Venus-CBFb FRET ratio 530/480, 1 h;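 active = inhibition over about 50% at 20 µM in the single-dose screen, limit read from the data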;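 also: 0% = DMSO wells and 100% = excess unlabeled CBFb competitor control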
Target sequence (Q01196 whole entry, looked up): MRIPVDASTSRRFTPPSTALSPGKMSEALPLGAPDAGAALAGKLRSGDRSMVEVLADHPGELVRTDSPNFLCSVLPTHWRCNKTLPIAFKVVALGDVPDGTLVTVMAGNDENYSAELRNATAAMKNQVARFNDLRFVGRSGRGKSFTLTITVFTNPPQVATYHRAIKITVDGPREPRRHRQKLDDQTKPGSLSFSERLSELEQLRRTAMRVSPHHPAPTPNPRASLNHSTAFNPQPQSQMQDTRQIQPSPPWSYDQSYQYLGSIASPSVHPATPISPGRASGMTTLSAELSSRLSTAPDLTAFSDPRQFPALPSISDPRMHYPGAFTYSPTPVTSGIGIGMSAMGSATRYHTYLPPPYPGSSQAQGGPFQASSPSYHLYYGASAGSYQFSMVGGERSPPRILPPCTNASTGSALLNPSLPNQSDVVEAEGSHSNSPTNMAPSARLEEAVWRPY
Target sequence (Q13951 whole entry, looked up): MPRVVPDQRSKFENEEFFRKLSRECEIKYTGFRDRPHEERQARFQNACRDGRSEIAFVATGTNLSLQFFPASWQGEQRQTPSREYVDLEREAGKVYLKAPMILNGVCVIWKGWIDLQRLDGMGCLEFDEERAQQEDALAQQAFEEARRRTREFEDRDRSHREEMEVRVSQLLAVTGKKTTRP
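Schedule: protein complex preformed 1 h, compound exposure 1 h, room temperature, dark; test system: Cerulean-labeled Runt domain protein; amount: 100 nM per protein; buffer or medium: Tris 50 mM pH 7.5, KCl, K2SO4, 0.01% BSA; read-out: loss of energy transfer signal; detection: FRET fluorescence; controls: 5 µM unlabeled CBFb as full-inhibition high control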
Starred values were filed as active, the others as inactive; . = not tested or not shown. Not a hit list. Share with any hit: about 3.6%.

SMILES	NPY2 pot ag	Ba/F3 V617F tox	RBBP9 inh	S1P4 ag	NPY-Y1 antag	S1P4 antag	NPY-Y1 PAM-ag	BaF3 parental	Runt-CBFb FRET
Nc1cc(Cl)ccc1N1CCCCC1	-6	-3	-3	0.6	1	-14	2	4	0
O=C(Nc1cnccn1)Nc1cccc(Cl)c1Cl	-14	-2	-4	1.6	-2	-25	11	3	0
Cc1cc(C(=O)OCC(=O)c2ccc(Br)s2)c(C)o1	-5	-4	-2	1.5	4	6	5	3	-5
CC1CCC(n2c(=S)[nH]c3ccccc3c2=O)CC1 (configuration not stated)	1	-3	-3	-1.8	-6	11	7	1	3
CCc1cc2c(=O)n(Cc3ccco3)c(SCC(=O)N(C)C3CCS(=O)(=O)C3)nc2s1 (configuration not stated)	2	3	-4	2.7	-2	5	-20	8	22
C/C(=N\NC(=O)c1ccco1)c1ccc(NC(=O)c2cccs2)cc1	-1	0	-3	1.2	0	1	6	4	-1
CCOC(=O)N1CCN(C(=O)CCS(=O)(=O)c2ccc(Br)s2)CC1	8	3	-8	0.5	-5	0	2	1	-1
O=[N+]([O-])c1cc(-c2nnc(Nc3ccccc3)c3ccccc23)ccc1N1CCOCC1	17	0	-5	0.6	1	-14	-9	6	1
CCCc1cc(-c2n[nH]c(=S)n2CC(C)C)cs1	-6	-2	-7	1.6	4	-6	-23	1	1
CC(=C1C2C=CC1C1C(=O)NC(=O)C21)c1ccccc1 (configuration not stated)	5	1	-2	1.7	11	-10	-7	2	-1

By substructure, the entries above with four or more nitrogen atoms.
SMILES	NPY2 pot ag	Ba/F3 V617F tox	RBBP9 inh	S1P4 ag	NPY-Y1 antag	S1P4 antag	NPY-Y1 PAM-ag	BaF3 parental	Runt-CBFb FRET
O=C(Nc1cnccn1)Nc1cccc(Cl)c1Cl	-14	-2	-4	1.6	-2	-25	11	3	0
O=[N+]([O-])c1cc(-c2nnc(Nc3ccccc3)c3ccccc23)ccc1N1CCOCC1	17	0	-5	0.6	1	-14	-9	6	1

Continuation.
SMILES	NPY2 pot ag	Ba/F3 V617F tox	RBBP9 inh	S1P4 ag	NPY-Y1 antag	S1P4 antag	NPY-Y1 PAM-ag	BaF3 parental	Runt-CBFb FRET
CCOC(=O)C1=NOC2COC3(CCN(c4ncccn4)CC3)OCC12 (configuration not stated)	20	-1	-12	1.8	2	-13	13	6	4
Cc1ccc(S(=O)(=O)N(C)Cc2ccc(C(=O)NN=C3C4CC5CC(C4)CC3C5)cc2)cc1	1	0	-5	0.3	1	-12	-26	4	0
CC(C)N(C(=O)CSc1nnc(-c2ccc3c(c2)OCO3)n1C)C(C)C	-9	5	-2	-0.5	1	0	-4	10	-2
O=C(O)c1ccc(COc2ccccc2/C=C2\NC(=O)N(Cc3ccccc3F)C2=O)cc1	-7	3	-13	0.2	1	-13	-11	0	-6
CCC(=O)Nc1ccccc1Sc1ncnc2scc(-c3ccccc3)c12	-5	0	-4	1.3	7	-6	-12	6	-1
O=C1CCCc2oc3ccc(NS(=O)(=O)c4cccc5cccnc45)cc3c21	2	0	4	0.6	-1	13	14	2	-2
CC(NC(=O)c1ccco1)C(=O)OC(C)C(=O)NCc1ccccc1 (configuration not stated)	3	5	-10	0.1	4	-18	-4	7	1
Cc1c(C(=O)NC(C)CN2CCCCC2)oc2ccccc12 (configuration not stated)	0	11	-4	-2.0	-4	-22	0	2	1
Cn1ccc(C(=O)N/N=C/c2ccccc2[N+](=O)[O-])n1	-10	5	-7	-1.1	.	4	2	-3	-1
Nc1ccc(C23CC4CC(CC(O)(C4)C2)C3)cc1	16	1	-6	-1.9	-1	-20	1	4	3
Cc1cnc(C(=O)OCC(=O)NC(C)CCc2ccccc2)cn1 (configuration not stated)	12	-1	-1	0.8	-4	5	11	4	2
O=C(CN1CCN(c2cccc(Cl)c2)CC1)Nc1nccs1	7	3	-5	1.0	-2	-13	-10	5	0
CN(c1ccccc1)S(=O)(=O)c1ccc(C(=O)Nc2nnc(-c3ccc(F)cc3)o2)cc1	17	-3	-11	0.3	0	-5	-1	0	4
CCCS(=O)(=O)NCc1cn2c(C)csc2n1	-1	-1	-10	-0.3	1	-17	-5	2	1
O=C(NC1CCCCC1)C(c1ccc(Cl)cc1)N(C(=O)c1ccccn1)c1cccnc1 (configuration not stated)	6	-1	1	2.2	6	-6	15	4	.
OCCOc1cccc(CN2CCC(CO)(CCOc3ccccc3)CC2)c1	3	-2	3	3.9	7	-16	9	7	-3
O=C(NC(=S)Nc1ccc2c(c1)OCCO2)c1ccco1	15	1	-5	-0.5	.	9	-2	5	1
Cc1cccc(S(=O)(=O)C(C#N)c2nc3ccccc3nc2N2CCOCC2)c1 (configuration not stated)	-5	-3	4	0.5	1	6	0	1	-22
CCn1c(SCC(=O)NCc2cccs2)nnc1-c1ccncc1	8	1	2	-1.8	-4	-7	-14	4	-2
Cc1ccc(NC(=O)COS(=O)c2ccc(C)cc2)cc1 (configuration not stated)	-9	-1	-7	-2.1	2	1	-38	5	0

The final two records of the part above lead into the next:
SMILES	NPY2 pot ag	Ba/F3 V617F tox	RBBP9 inh	S1P4 ag	NPY-Y1 antag	S1P4 antag	NPY-Y1 PAM-ag	BaF3 parental	Runt-CBFb FRET
CCn1c(SCC(=O)NCc2cccs2)nnc1-c1ccncc1	8	1	2	-1.8	-4	-7	-14	4	-2
Cc1ccc(NC(=O)COS(=O)c2ccc(C)cc2)cc1 (configuration not stated)	-9	-1	-7	-2.1	2	1	-38	5	0
Cc1ccc(C)c(N2CCN(C(=O)C3CCN(S(=O)(=O)c4cccc5nsnc45)CC3)CC2)c1	9	5	-6	1.6	1	5	14	19	-1
COc1ccc(/C=C/C(=O)NCC(=O)N/N=C/c2cc(Br)ccc2OC)cc1	20	2	-1	-1.2	-5	-4	11	8	.
C/C(C/C(C)=C1/SC(=S)NC1=O)=C1\SC(=S)NC1=O	3	-4	3	0.4	3	-14	9	0	37
O=C(COC(=O)CCNS(=O)(=O)c1ccc(Cl)cc1)NCc1ccco1	-19	2	5	-1.0	4	-9	10	3	-1
Cc1ccc2nc(-c3cccnc3)cc(C(=O)Nc3ccc(F)cc3C)c2c1	-13	-4	-5	-1.0	4	-5	-13	-2	-1
CCOC(=O)C1(CCc2ccccc2)CCN(Cc2ccn[nH]2)CC1	-7	0	0	0.4	5	-13	4	3	1
CNS(=O)(=O)c1cccc(C(=O)OCC(=O)Nc2ccccc2F)c1	-3	2	-8	-0.4	-1	-21	3	5	-3
CS(=O)(=O)N1CCN(c2ccc([N+](=O)[O-])c(NCc3ccc(Cl)cc3)c2)CC1	6	0	-5	-0.3	1	-23	9	7	-17
CCOC(=O)Cc1csc(NC(=O)Nc2ccc(F)cc2)n1	-2	-1	-7	-0.8	.	-3	1	-4	2
Cc1cccc(-c2noc(CCC(=O)NCc3ccccc3)n2)c1	-25	4	-15	0.2	8	-2	-46	5	-2
Cc1ccc(NC(=O)COC(=O)[C@@H]2CCCN2C(=O)c2cccs2)cc1S(=O)(=O)N(C)C	-5	-2	9	-1.8	.	-20	-1	-1	3
CCCCCc1ccc(-c2ccc(=O)[nH]n2)cc1	-11	2	-6	-1.0	-1	1	-10	-2	-5
COCCCNc1nc2c([nH]1)c(=O)[nH]c(=O)n2C	-11	4	-2	0.9	6	-2	-3	8	1
COc1ccc(Nc2ccc(Nc3ccc(OC)cc3)nn2)cc1	12	5	-10	0.3	9	-7	10	3	1
Cc1cc2c(C)ccc(C)c2nc1SCC(=O)c1cccs1	-17	-5	-4	0.7	9	-9	-15	3	0
O=C(N/N=C/C=C/c1ccco1)c1cccs1	-10	3	-1	0.7	1	-5	-7	5	7
COc1cccc(C(=O)CSc2nnc(CNc3nc(-c4ccccc4)cs3)n2C)c1	-15	3	-6	3.2	0	-1	-1	1	-3
CC12CC(c3ccccc3O1)N(C(=O)c1ccc(Br)o1)C(=O)N2c1ccccc1 (configuration not stated)	10	-4	6	1.5	8	-6	-4	2	0
O=C(COc1cccc2ccccc12)NNC(=O)c1cnccn1	0	-2	-7	1.1	1	-15	-2	5	1
Cc1cc(C)nc(/N=C(\N)N2CCCCC2)n1	6	4	-2	-1.3	-6	-23	0	5	0
Cc1ccc(NCc2nnc(SC(C)C(=O)N/N=C/c3ccc(C)o3)n2-c2ccccc2)cc1 (configuration not stated)	-11	0	6	1.6	2	0	23	1	-1
CCCCNc1nc(C)c(C(C)=O)cc1C#N	9	-2	0	0.5	-2	-10	4	0	-2
CC1C(=O)C(C)(C)C(=O)OC1c1ccccc1 (configuration not stated)	-2	2	1	2.8	.	-10	-9	1	-2
O=C(CCCn1c(=S)[nH]c2ccccc2c1=O)N1CCOCC1	-23	-4	3	1.4	7	-1	-10	1	2
O=C(NCC1CCCO1)C1CCN(C(=O)c2ccc(Cl)cc2)CC1 (configuration not stated)	-6	-1	-3	-2.1	-7	-13	0	1	0
O=C(CCc1ccccc1)Nc1cc(C(=O)O)cc(C(=O)O)c1	2	-1	-2	0.1	4	-12	10	3	0
COCCN(C(=O)c1ccco1)c1nnc(-c2ccc(OC)c(OC)c2)s1	11	-5	0	0.3	7	-4	-2	-2	-5

Pulled by compound from the entries so far, four records:
SMILES	NPY2 pot ag	Ba/F3 V617F tox	RBBP9 inh	S1P4 ag	NPY-Y1 antag	S1P4 antag	NPY-Y1 PAM-ag	BaF3 parental	Runt-CBFb FRET
Cc1ccc(C)c(N2CCN(C(=O)C3CCN(S(=O)(=O)c4cccc5nsnc45)CC3)CC2)c1	9	5	-6	1.6	1	5	14	19	-1
CCCCNc1nc(C)c(C(C)=O)cc1C#N	9	-2	0	0.5	-2	-10	4	0	-2
Cc1ccc(NCc2nnc(SC(C)C(=O)N/N=C/c3ccc(C)o3)n2-c2ccccc2)cc1 (configuration not stated)	-11	0	6	1.6	2	0	23	1	-1
CC(NC(=O)c1ccco1)C(=O)OC(C)C(=O)NCc1ccccc1 (configuration not stated)	3	5	-10	0.1	4	-18	-4	7	1
